High-throughput results deposited in PubChem by National Center for Advancing Translational Sciences (NCATS).
EPAC2 ag: qHTS for Agonist of cAMP-regulated guanine nucleotide exchange factor 4 (EPAC2): primary screen; EPAC2 activation, biochemical qHTS; response scale: 100% = 6.5 mM cAMP response; Potency, µM (series often up to 154 µM), inactives show at the top dose activation, hits mostly activators; 360,000 compounds, 0.079% hits; AID 720711, 2013; also: potency is read from the fitted curve at half-maximal effect; nearly all actives have a fitted effect of over 50% in size
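Nucleotide exchange monitored as fluorescence drop when BODIPY-GDP leaves Rap1B. Reaction: 100 nM EPAC2, 250 nM RAP1B-BODIPY-GDP, 50 uM GDP, room temperature, kinetic read over 30 min. Activity expressed relative to 6.5 mM cAMP.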
Akt phos inh: HTS Assay for Inhibitors of Akt Phophorylation: Primary Screen. Neuro2A IGF-stimulated pAkt S473 HTRF, 20 min; stronger effect = lower value. activity change, % for hits at 50 µM. 360,000 compounds, 0.32% hits; in the data active = activity change below about -80%; inconclusive = mostly about -51% to -80%; also: % is scaled to controls: 0 for no effect and ±100 for the full control effect
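Single-point screen (50 µM final compound) in Neuro2A cells stimulated 20 min with 6 nM IGF at 37 deg C. After lysis, Ser473-phosphorylated Akt read by HTRF (ex 330 nm, em 615/665 nm) as the 665/615 ratio.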
MmCpn inh: Inhibitors of TCP-1 ring complex (TRiC) of Methanococcus maripaludis (MmCpn): qHTS; Potency, µM (highest dose often 76.9 µM), inactives show at the highest dose activity, negative = inhibition, actives largely listed as inhibitors; purified Mm-Cpn ATPase, ADP Transcreener TR-FRET; Chaperonin Mm-Cpn (Methanococcus maripaludis); 330,000 compounds, 0.031% hits; also: potency is read from the fitted curve at half-maximal effect; % is scaled to controls: 0 for no effect and ±100 for the full control effect; nearly all actives have a fitted effect of over 80% in size
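Purified archaeal chaperonin (25 nM final) was preincubated with compound for 10 min at 37°C, then ATP (10 uM final) was added for 30 min at 37°C in Tris pH 7.4/KCl/MgCl2/DTT buffer. ADP was quantified by HTRF Transcreener TR-FRET.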
CCT modulator: High-Throughput Screening for Modulators of Cytosolic Chaperonin Activity; purified chaperonin ATPase assay, HTRF ADP detection, 30 min; activity change, % (no concentration beside the values), hits read low; 360,000 compounds, 0.3% hits; in the data active = activity change below about -30%; also: % is scaled to controls: 0 for no effect and ±100 for the full control effect
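Enzyme 40 or 20 nM (batch-dependent) in Tris pH 7.4/KCl/MgCl2/DTT; cpd 76 uM single point; ATP 10 uM; 30 min 37 °C; Transcreener ADP HTRF detection, 30 min RT; ratio 665/615.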
PTHR1 agonist: qHTS for PTHR1 Agonists: Primary Screen; Parathyroid hormone/parathyroid hormone-related peptide receptor (Homo sapiens), Q03431; 410,000 compounds, 0.075% hits; Potency, µM (top dose mostly 115 µM), for inactives: at the top dose activation, usual class: activators; HEK293 GP2 PTHR1 cells, GloSensor cAMP luminescence, 1 h; also: potency is read from the fitted curve at half-maximal effect; nearly all actives have a fitted effect of over 55% in size; some results filed as inactive show a strong effect at the top dose; inactives centre near -15; many of its hits are not listed in these tables
Target sequence (Q03431 whole entry, looked up): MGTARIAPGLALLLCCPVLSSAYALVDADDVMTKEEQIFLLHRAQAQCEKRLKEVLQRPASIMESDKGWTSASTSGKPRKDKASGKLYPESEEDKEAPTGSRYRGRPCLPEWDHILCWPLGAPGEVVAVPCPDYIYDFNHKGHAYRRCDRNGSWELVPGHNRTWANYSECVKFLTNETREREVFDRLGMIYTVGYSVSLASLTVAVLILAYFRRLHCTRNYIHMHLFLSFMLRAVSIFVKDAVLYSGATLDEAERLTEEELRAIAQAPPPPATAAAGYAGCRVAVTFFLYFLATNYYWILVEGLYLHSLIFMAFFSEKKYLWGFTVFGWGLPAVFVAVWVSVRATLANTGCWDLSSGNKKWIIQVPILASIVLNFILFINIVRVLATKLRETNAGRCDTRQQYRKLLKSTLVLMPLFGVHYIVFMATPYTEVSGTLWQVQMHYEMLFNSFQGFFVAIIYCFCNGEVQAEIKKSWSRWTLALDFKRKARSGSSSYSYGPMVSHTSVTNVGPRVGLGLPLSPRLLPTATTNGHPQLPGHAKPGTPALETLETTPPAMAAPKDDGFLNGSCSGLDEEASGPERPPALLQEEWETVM
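HEK-293-derived GP2 cells expressing PTHR1 and a GloSensor cAMP reporter, 3,000/well, plated overnight, given luciferin plus IBMX (each 0.5 mM as added) for 1 h at 37 °C, then compound for 1 h at 37 °C. Luminescence was read after 15 min at room temperature.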
DRD3 agonist: qHTS of D3 Dopamine Receptor Agonist: qHTS. D3R DiscoveRx beta-arrestin cells, luminescence, 90 min. 410,000 compounds, 0.58% hits. max activation, %. D(3) dopamine receptor (Homo sapiens), P35462; in the data active = max activation above about 30%; also: 0% is about no effect; mostly tested at two doses, the higher about 12 µM
Target sequence (P35462 whole entry, looked up): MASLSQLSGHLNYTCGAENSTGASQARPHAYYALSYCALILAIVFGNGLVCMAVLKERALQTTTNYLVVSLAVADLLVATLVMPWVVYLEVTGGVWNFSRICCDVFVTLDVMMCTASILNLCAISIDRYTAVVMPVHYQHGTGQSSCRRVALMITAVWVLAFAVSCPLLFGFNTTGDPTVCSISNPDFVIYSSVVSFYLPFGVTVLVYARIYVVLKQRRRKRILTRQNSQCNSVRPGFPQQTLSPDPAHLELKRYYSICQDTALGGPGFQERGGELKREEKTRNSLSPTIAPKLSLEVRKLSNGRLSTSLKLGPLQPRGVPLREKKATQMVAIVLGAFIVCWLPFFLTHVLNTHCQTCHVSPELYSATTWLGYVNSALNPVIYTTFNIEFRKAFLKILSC
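Cells at 1500/well, incubated overnight, then treated with pinned compounds (dopamine as control) for 90 min at 37 degrees C. DiscoveRx reagent added for 30 - 60 minutes at room temperature; luminescence read.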
EPAC2 antagonist: qHTS for Antagonist of cAMP-regulated guanine nucleotide exchange factor 2 (EPAC2): primary screen; Rap guanine nucleotide exchange factor 4 (Homo sapiens), Q8WZA2; EPAC2 GEF exchange of Rap1B-BODIPY-GDP, fluorescence; Potency, µM (series often up to 114 µM), for the others: top-dose activity, negative = inhibition, hits mostly inhibitors; 360,000 compounds, 0.18% hits; AID 720708, 2013; also: potency is read from the fitted curve at half-maximal effect; % is scaled to controls: 0 for no effect and ±100 for the full control effect; nearly all actives have a fitted effect of over 45% in size; many of its hits are not listed in these tables
D3 antag: qHTS of D3 Dopamine Receptor Antagonist: qHTS. D(3) dopamine receptor (Homo sapiens), P35462. D3R cells, DiscoveRx beta-arrestin luminescence, antagonist mode; stronger effect = lower value. max response, negative = inhibition, %. 360,000 compounds, 2.5% hits. AID 652054, 2013; in the data active = max response below about -50%; inconclusive = no clear call, values can overlap the other calls; also: % is scaled to controls: 0 for no effect and ±100 for the full control effect; mostly tested at two doses, the higher about 12 µM
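Cells expressing the human receptor were seeded at 1500 cells/well, incubated overnight at 37 degrees C in 5% CO2, then exposed to library compounds with dopamine controls for 90 minutes at 37 degrees C before luminescent detection.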
* hit, by the source's call; i = inactive; ? = inconclusive; . = no result given; & = joins results of further samples; ! = repeats disagree; [ ] = dose if it differs, or a comment. Unless noted, calls follow the shape of the dose curve; as a rule, active = well fitted curve in the direction sought with a large enough effect; inconclusive = small, poorly fitted or top-dose-only effect, or another doubt; inactive = no such curve, though single readings can be large; an effect the other way counts as inactive or inconclusive. These rows are one share of the data; the hit share may differ from the screen's.

SMILES	EPAC2 ag	Akt phos inh	MmCpn inh	CCT modulator	PTHR1 agonist	DRD3 agonist	EPAC2 antagonist	D3 antag
COc1ccccc1NS(=O)(=O)c1cccc(C(=O)NN)c1	9%	i	-2%	-0.2	?	-23	-5%	-24
Cc1cccc(NC(=O)c2ccc(S(=O)(=O)C(F)F)cc2)c1C	-1%	i	-2%	-5.5	-25%	-14	-1%	-14
CC1(C(=O)NCc2cccc(C(F)(F)F)c2)CCN1Cc1cc2ccccc2o1 (stereo not drawn)	-4%	i	.	1.1	-17%	-4	?	2
CC1CC(C)(C)Nc2ccc(OC(=O)c3ccco3)cc21 (stereo not drawn)	?	.	-1%	-1.0	-7%[57.5 µM]	2	-18%	21
Cc1ccnc(NS(=O)(=O)c2ccc(N=CC3=C(O)CC(C)(C)CC3=O)cc2)n1	6%	i	1%	-0.2	-17%[57.5 µM]	-5	-5%	25
O=C(Nc1ccccc1C(F)(F)F)c1ccc(F)c(S(=O)(=O)N2CCOCC2)c1	0%	i	1%	-21	i	-11	5%	-21
CC(OC(=O)c1nsc(Cl)c1Cl)C(=O)NCc1cccs1 (stereo not drawn)	-7%	i	0%	0.1	i	3	9%	25
Cc1ccc(-n2nc3c(c2NC(=O)c2ccco2)CS(=O)(=O)C3)cc1	-9%	i	0%	2.1	i	-5	4%	-15
COc1ccc(C(=O)NCc2ccc3c(c2)OCO3)c(OC)c1	3%	i	1%	-4.7	-10%	3	4%	24
CC(C)Oc1ccc(C(=O)NC(=S)N2CCOCC2)cc1	-4%	i	?	-1.5	i	-5	-2%	0
CCOc1cc(C(=O)O)cc(Cl)c1OCC#N	16%	i	1%	-0.5	-19%	2	19%	4
Cc1cc(C)nc(SCC(=O)Nc2ncc(Cc3cccc(Cl)c3Cl)s2)n1	-5%	i	2%	-3.3	-16%	1	-5%	11
Cc1cccc(C(=O)N[C@H](C(=O)Nc2nc3ccc(S(C)(=O)=O)cc3s2)C(C)C)c1	-4%	i	-1%	-4.9	-18%	1	0%	16
COc1ccc(CNC(=S)N/N=C(/C)c2ccccc2)cc1	23%	i	-21%	-1.0	-15%	1	-4%	-3
Cc1ccc(-n2nnnc2SCc2ccc(C(=O)O)cc2)cc1C	5%	i	3%	-0.8	-20%	1	-2%	9
COc1ccccc1CNC(=O)C/C(C)=N/NC(=O)COc1ccc(C)cc1Br	0%	i	2%	-0.3	i	-19	-2%	-15
Cc1ccc(NC(=O)CCc2c(C)nn(-c3ccc(N4CCOCC4)nn3)c2C)cc1C	2%	i	0%	-0.4	i	-12	-7%	-1
Cc1ccc(S(=O)(=O)Nc2ccc3c(c2)C(=O)N([C@H](C)CO)C[C@H](C)[C@@H](CN(C)Cc2ccccc2)O3)cc1	4%	i	2%	-0.2	i	-7	-10%	5
CCOC(=O)Cn1nc(C)c2ccccc2c1=O	8%	i	-12%	0.1	-6%[57.5 µM]	3	6%	1
Cc1ccc(COc2ccc(C)nc2[N+](=O)[O-])cc1	6%	i	?	0.8	-32%[inhibitor]	7	5%	13
CSC(=NC(C)c1ccccc1)NS(=O)(=O)c1cccs1 (stereo not drawn)	15%	i	0%	-3.1	i	6	-13%	-4
CCCCNC(=O)c1onc(CSc2cccc(C)c2)c1C(=O)O	8%	i	1%	-1.2	-25%	-17	-12%	-12
Cc1oc(-c2ccccc2Cl)nc1CN1CCCCC1CO (stereo not drawn)	6%	i	-1%	-1.5	i	-11	-2%	-21
CCN1CCN(Cc2ccc(NC(=O)c3ccc(C)c(NC(=O)C(=O)c4c[nH]c5ccccc45)c3)cc2C(F)(F)F)CC1	19%&10%&-5%	i	1%&1%	0.7&-2.5&1.5	-25%&-4%&-94%	-13&-37&-60	2%&0%&29%	-72*!
Cc1cc(Cl)ccc1OCC(=O)N1CCCN(C(=O)COc2ccc(Cl)cc2C)CC1	1%	i	-1%	2.1	-33%[inhibitor]	3	-19%	-9
Cc1ccc(C(NC(=O)N2CCOCC2)C(Cl)(Cl)Cl)cc1F (stereo not drawn)	4%	i	1%	-0.4	i	5	-14%	1
O=C(O)c1nn(-c2cccc(C(F)(F)F)c2)ccc1=O	2%	i	1%	1.4	i	1	1%	1
CSc1nc(C)c(CCOC(=O)c2cccc(C)c2)c(=O)[nH]1	7%	i	1%	-0.7	-15%	6	-1%	16
Cc1cccc(C)c1Nc1c(-c2ccc(N3CCOCC3)cc2)nc2ncccn12	2%	i	-2%	-0.3	-7%	6&-7	8%	0
Cc1ccc(C(=O)Oc2ccc(N3C(=O)CCC3=O)c(C)c2)cc1	5%	i	1%	0.2	-10%	6	-1%	-15
O=C(Nn1cnc2ccccc2c1=O)c1ccc(Br)cc1	12%	i	-1%	0.8	-26%	11	3%	-2
COC(=O)c1sccc1-n1cccc1C(=O)C(=O)N1CCCC1	4%	i	-2%	-2.4	i	2	11%	19
COc1ccccc1N1C(=O)C2C(C(=O)c3ccccc3)=NN(c3ccccc3)C2C1=O (stereo not drawn)	18%	i	-15%	1.1	i	14	3%	20
O=C(NCc1cccnc1)c1ccc(-c2ccccc2[N+](=O)[O-])o1	-1%	i	0%	1.8	-5%	-6	0%	-55*
Cc1cccc(C(=O)O[C@H]2[C@H](C)NS(=O)(=O)[C@H]3CC4C=C[C@]23O4)c1	19%	i	1%	-3.4	4%	-28	-15%	5
Cc1cc(=O)[nH]c(Nc2cccc(C(F)(F)F)c2)n1	-15%	i	0%	-0.9	-10%[57.5 µM]	-9	3%[57.1 µM]	?
C[C@@H]1NS(=O)(=O)[C@H]2C[C@@H]3C=C[C@]2(O3)[C@H]1OC(=O)c1ccc(C(C)(C)C)cc1	15%	i	1%	-5.1	-36%	-9	-13%	3
COc1ccc(Cc2noc(CN(C)Cc3cccc(-n4cccn4)c3)n2)cc1OC	0%	i	1%	-2.3	-41%[inhibitor]	1	5%	11
CCc1cccc(C)c1NC(=O)CN1C(=O)NC(CCc2ccccc2)C1=O (stereo not drawn)	2%	i	-1%	-1.3	-10%	7	-2%	2
CCCc1cc(=O)n2[nH]c(-c3ccc(OC)cc3)nc2n1	-19%	i	?	-6.9	-5%[57.5 µM]	2	3%	70
COc1cc(C(=O)c2ccccc2)c([N+](=O)[O-])cc1OC	3%	i	2%	-3.4	-1%	-23	79µM*	-18
Cc1sc2nc(C3CC3)nc(NCCNS(C)(=O)=O)c2c1C	-12%	i	-3%	0.2	i	1	-3%	45
COc1cccc(NC(=O)COC(=O)c2ccc(F)cc2F)c1	8%	i	0%	-2.4	i	-5	-7%	-11
COc1ccccc1[N+](=O)[O-]	8%	i	2%	-1.0	-4%	11	-13%	24
CN(C)S(=O)(=O)c1cccc(NC(=O)COC(=O)c2cccnc2Cl)c1	2%	i	-5%	-1.3	i	2	7%	9

A few values from the results shown.
COc1cc(C(=O)c2ccccc2)c([N+](=O)[O-])cc1OC | CCT modulator: -3.4
Cc1ccc(NC(=O)CCc2c(C)nn(-c3ccc(N4CCOCC4)nn3)c2C)cc1C | DRD3 agonist: -12

(next part)
SMILES	EPAC2 ag	Akt phos inh	MmCpn inh	CCT modulator	PTHR1 agonist	DRD3 agonist	EPAC2 antagonist	D3 antag
Oc1ccc(-c2nc3cnccn3c2Nc2ccc3c(c2)OCCO3)cc1	1%	i	-8%	1.3	-10%	4	-7%	5
CCOC(=O)/C=C1\SCC(=O)N1CC(=O)Nc1cc(S(=O)(=O)N(C)C)ccc1C	5%	i	-1%	-2.0	i	2	16%	-18
Cc1c(C(=O)NCC2CCCO2)oc2ccc(S(=O)(=O)N3CCCCC3)cc12 (stereo not drawn)	12%	i	1%	1.6	i	0	-7%	23
COc1cccc(C(C)(O)c2nc(-c3ccccc3C)cs2)c1 (stereo not drawn)	6%	i	.	1.3	-45%[inhibitor]	2	?	12
CCOc1ccc(-n2c(SCc3ccc(C(=O)OC)o3)nc3c(c2=O)SCC3)cc1	9%	i	1%	0.2	-3%	1	-2%	?
COc1cccc(CNC(=O)Cn2ccc3cc(S(=O)(=O)N4CCCCCC4)ccc32)c1	11%	i	0%	1.5	-21%	0	1%	-4
CNc1nnc(CSc2nc3ccccc3s2)s1	2%	i	-1%	-1.9	-14%[57.5 µM]	-1	10%	0
C#Cc1ccc([C@H]2C=C(C(=O)OCC=C)O[C@@H](OCc3ccc(CO)cc3)C2)cc1	16%	i	.	-2.9	-4%	4	8%	13
Cc1cc(C)c(S(=O)(=O)N(C)CC(=O)NCCCn2ccnc2)c(C)c1	-6%	i	2%	1.0	i	5	-11%	-6
Cc1nn2c(=O)cc(COC(=O)c3ccc(S(=O)(=O)N4CCCCC4)cc3)nc2s1	-2%	i	-1%	-1.0	i	2	4%	12
OC[C@@H]1[C@@H](c2ccc(Cl)cc2)C(c2ccccc2)=NN1c1ccccc1	13%	i	-7%	-5.7	-4%	29	?	22
C=CCNC(=O)NC(=O)COC(=O)CCCSc1nc2ccccc2[nH]1	0%	i	-3%	-2.6	-5%[57.5 µM]	3	-7%	-12
COc1ccc(CCNC(=O)C(=O)NCC2OCCN2S(=O)(=O)c2cccs2)cc1 (stereo not drawn)	10%	i	2%	-1.1	-13%	8	-1%	2
Cc1[nH]c2ccc(F)cc2c1CCN(Cc1ccco1)C(=S)NC(C)(C)C	4%	i	-1%	-1.8	-11%	-22	5%	-13
CC1(C)CCc2cc(-c3ccnc(=S)[nH]3)ccc2O1	6%	i	1%	-0.3	-12%	12	1%	-15
O=C(O)c1ccc2c(c1)CCC2	-3%	i	0%	-0.7	i	3	0%	0
